Source: PubChem BioAssay
SENP7 block: SENP7 protease inhibition. inhibition, % at 5 µM. recombinant SENP7, Z-RLRGG-aminoluciferin luminescence, 40 min. 1.5% of 330,000 active. AID 434973;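 active means inhibition above about 50% at the single test dose, limit read from the data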;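 further: plate controls were DMSO with enzyme for no effect and no enzyme buffer wells for full effect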
beta cell repl: MIN6 beta-cell proliferation induction. MIN6 cells proliferation, ATPlite luminescence, 48 h; cells starved in 0.2% serum; 100% = growth in 10% serum. proliferation, % at 10 µM. 0.29% of 330,000 active. AID 2380;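 active means compounds whose signal lies at least 3.5 SD above the mean of all wells on their plate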;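 further: 0% = DMSO-treated cells in low-serum medium and 100% = 10% serum control; some compounds called inactive have numbers as strong as hits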
HKDC1 inh: blocks human hexokinase HKDC1 activity; Q2TB90; recombinant HKDC1, G6PDH/diaphorase resazurin coupled fluorescence; inhibition, % at 20 µM; 0.16% of 340,000 active; AID 493160;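 active means inhibition above about 35% when tested at 20 µM, limit read from the data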;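 further: plate controls were DMSO wells with enzyme for no effect and DMSO wells lacking enzyme for full effect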
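Incubation: 90 min at room temperature in dark / Material: recombinant HKDC1 (HK5) hexokinase enzyme, produced in-house / Quantity: enzyme 5 µg/mL final / Compound: one dose of 20 µM, 1% DMSO / Reagent: glucose and ATP substrates / Buffer or medium: Tris pH 8.0 buffer with MgCl2, Tween-20, BSA, BME / Technique: resorufin fluorescence at 613 nm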
SENP8 block-1: inhibitors of human SENP8 protease; inhibition, % at 10 µM; purified SENP8, Z-RLRGG-aminoluciferin cleavage, luminescence; 1.2% of 330,000 active; AID 2540; Q96LD8; in the data active means inhibition above about 50%
SENP1 FRET inh: SENP1 (human) catalytic domain inhibition; recombinant SENP1 catalytic domain, CyPet-SUMO1-YPet FRET cleavage; inhibition, % at 10 µM; 0.21% of 360,000 active;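 active means inhibition at least 30% at 10 µM, raw YFP signal under a set limit, fluorescence ratio 0.5 to 1.5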;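 further: 0% = enzyme with DMSO and 100% = no enzyme wells; some results filed as inactive read as strong as hits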
Target sequence (Q9P0U3 419-644 limits assumed): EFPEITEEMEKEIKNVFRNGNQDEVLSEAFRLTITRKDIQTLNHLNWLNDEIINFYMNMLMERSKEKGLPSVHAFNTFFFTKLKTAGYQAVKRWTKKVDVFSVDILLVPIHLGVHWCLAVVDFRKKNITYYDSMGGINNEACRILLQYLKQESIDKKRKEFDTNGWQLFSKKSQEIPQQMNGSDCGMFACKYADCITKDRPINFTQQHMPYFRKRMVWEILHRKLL
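Material: hSENP1 catalytic domain, recombinant; medium: Tris pH 8 with BME, BSA, NP40 and catalase; compound: single concentration of 10 µM compound, 0.5% DMSO final; technique: FRET read of cyan and yellow fluorescence; timing: 50 min enzyme reaction, room temperature, light-protected; reagent: SFCypet-SUMO1-SFYpet substrate at 25 nM; control set: no-enzyme low, enzyme-DMSO high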
SENP8 block-2: blocks human SENP8 cleavage of Nedd8 substrate; 0.64% of 360,000 active; Q96LD8; inhibition, % at 20 µM; recombinant SENP8, Nedd8 substrate fluorescence; AID 602440; in the data active means inhibition mostly above about 40%, no sharp cut-off; inactive means mostly below about 27%
SENP6 block: SENP6 protease inhibition. Recombinant SENP6 catalytic domain, aminoluciferin luminescence. AID 2599. 1.8% of 330,000 active. inhibition, % at 10 µM;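 active means inhibition above about 50% at the single tested dose, limit read from the data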;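 further: plate controls were DMSO wells with enzyme for no effect and DMSO wells lacking enzyme for full effect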
Target sequence (Q9GZR1 628-1112 limits assumed): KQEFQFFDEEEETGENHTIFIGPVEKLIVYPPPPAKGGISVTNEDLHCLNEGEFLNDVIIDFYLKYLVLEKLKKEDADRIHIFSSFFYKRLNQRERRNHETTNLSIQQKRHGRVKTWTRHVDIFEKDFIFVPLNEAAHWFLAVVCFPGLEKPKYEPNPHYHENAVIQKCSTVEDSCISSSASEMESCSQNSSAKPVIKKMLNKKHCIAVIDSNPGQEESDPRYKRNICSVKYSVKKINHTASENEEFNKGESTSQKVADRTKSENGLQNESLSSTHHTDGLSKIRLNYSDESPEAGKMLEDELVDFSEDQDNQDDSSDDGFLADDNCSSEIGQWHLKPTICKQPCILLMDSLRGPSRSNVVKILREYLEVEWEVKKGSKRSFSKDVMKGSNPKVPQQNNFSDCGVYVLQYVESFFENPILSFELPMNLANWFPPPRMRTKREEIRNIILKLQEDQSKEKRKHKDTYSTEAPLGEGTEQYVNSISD
UBC13 polyUb: blocks human UBC13 polyubiquitin chain formation | P61088 | TR-FRET | inhibition, % at 20 µM | 0.47% of 330,000 active | AID 485273; in the data active means inhibition above about 45%, passing the limit was not always enough
Target sequence (P61088 whole entry, looked up): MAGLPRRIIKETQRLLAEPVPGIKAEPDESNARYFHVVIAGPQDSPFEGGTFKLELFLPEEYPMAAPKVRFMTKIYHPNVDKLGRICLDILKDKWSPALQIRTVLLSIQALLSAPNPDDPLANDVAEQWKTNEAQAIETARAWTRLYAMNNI
PfGluPho inh: PfG6PD (Plasmodium falciparum) enzyme inhibition. PfGluPho enzyme, NADPH resazurin-diaphorase fluorescence. AID 504690. inhibition, % at 20 µM. 0.78% of 350,000 active;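 active means inhibition reaching at least a set limit at 20 µM in the primary screen, cut at about 59% in these data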;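 further: 0% = DMSO wells with substrate and 100% = DMSO wells lacking glucose-6-phosphate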
* hit, by the source's call; i = inactive; . = not tested or not shown.

SMILES	SENP7 block	beta cell repl	HKDC1 inh	SENP8 block-1	SENP1 FRET inh	SENP8 block-2	SENP6 block	UBC13 polyUb	PfGluPho inh
COC(=O)c1nn(-c2ccccc2)c(-c2ccccc2)c1C(=O)c1ccccc1	17	0	2	-9	5	13	-12	3	-8
COC(=O)c1[nH]c2c(c1C)C(=O)CC(c1cc(OC)c(OC)c(OC)c1)C2 (stereo not drawn)	-4	-2	-5	-11	1	8	-6	3	1
OCc1cn(-c2ccccc2)nc1-c1cc2ccccc2o1	8	-2	-4	-2	0	-192	-3	10	6
Cc1ccc(CN2C3=NCCCN3c3ccccc32)cc1	-3	1	-7	-11	-3	33	-11	-3	-9
COc1ccc(Nc2ccncc2[N+](=O)[O-])cc1	-7	3	-9	-3	0	17	-7	-14	4
O=C(NCCN1C(=O)S/C(=C\c2cccnc2)C1=O)c1ccc(S(=O)(=O)N2CCCC2)cc1	-2	0	2	-6	0	27	-6	-4	19
COc1ccc(OC)c(Cc2nnc(CCC(=O)NCc3nc4ccccc4s3)o2)c1	-2	0	2	-7	-12	-16	-10	-4	-5
CCOc1ccc(NC(=O)Nc2nc(SCC)ns2)cc1	1	-6	5	-3	1	8	2	9	-14
Cc1ccc(NS(=O)(=O)c2ccc3c(c2)NC(=O)CO3)cc1	12	1	2	-9	0	-1	-11	0	-5
Cc1ccc(-c2nnc3c4ccccc4c(C)nn23)cc1S(=O)(=O)N1CCN(C)CC1	-5	1	-4	-4	0	17	-4	5	5
O=C(O)c1ccc(COc2c(F)c(F)c(F)c(F)c2F)o1	5	4	-12	7	0	0	-1	13	-20
CCc1noc(C)c1C(=O)N1CCN(S(=O)(=O)c2ccc(Cl)s2)CC1	-5	-2	-3	2	1	4	4	4	-4
Cc1ccc2nc(C)c3c(c2c1)N(c1ccc(F)cc1)CC3	2	-1	-14	1	2	-413	-3	10	2
COc1cccc(NS(=O)(=O)c2cc(C)ccc2OC)c1	7	1	5	-4	-4	-5	-17	0	1
COCCNC(=O)COc1ccc(C)cc1C(=O)c1cc(C#N)c(=O)n(C2CC2)c1	-5	-3	-10	-15	-5	5	-10	-19	-1
CC(C)(C)c1ccc(OCC(=O)NN2Cc3ccccc3C2=N)cc1	-6	0	-5	-5	2	10	-16	9	-8
CCC1Cc2c(nc(N)c3c(N)nc(N4CCOCC4)c(C#N)c23)O1 (stereo not drawn)	-2	5	7	3	-37	-472	8	24	-4
CC(=O)Oc1cc2oc(=O)cc(C)c2cc1Cl	0	-1	1	1	-165	-456	2	12	-10
CN(C(=O)COC(=O)c1cc(S(=O)(=O)N2CCOCC2)ccc1F)C1CCS(=O)(=O)C1 (stereo not drawn)	-1	4	-5	2	2	17	-7	-2	5
CN(C(=O)c1cccc(NC(=O)Cc2ccc(NC(=O)C3CCN(S(=O)(=O)c4cccc([N+](=O)[O-])c4)CC3)cc2)c1)C1CCCCC1	.	.	-1	.	3	-1	.	.	3
O=C(CN1C(=O)NC2(CCCCC2)C1=O)Nc1ccc2c(c1)OCCCO2	4	0	1	-7	1	17	2	6	-5
CC(C)c1nc(N2CCOCC2)c(C#N)c2c1COC(C)(C)C2	12	1	0	4	2	i	1	17	13
CC(CNC(=O)COC(=O)c1cccs1)c1ccccc1 (stereo not drawn)	1	-6	0	16	0	8	2	-3	-5
c1ccc(N2CCN(Cc3cn4ccccc4n3)CC2)cc1	-1	2	0	-5	-2	6	-17	4	-13
CC(=O)Nc1ccc(/C(C)=N/NS(=O)(=O)c2ccc(C)cc2)cc1	3	-1	-7	4	1	24	8	-1	1
Cc1cc(C)cc(C(=O)Nn2cnnc2)c1	3	-3	-7	0	3	10	5	-2	-12
CC(=O)Nc1ccc(Cl)cc1C(=O)O	-13	-1	2	1	2	-28	-8	-1	8
COC(=O)c1ccc(NC(=O)C2CCN(C(=O)Nc3ccccc3)CC2)cc1	11	-3	2	5	1	3	-3	2	-4
Cc1ccc(OCCn2c3ccccc3n3nc(C)c(=O)nc23)cc1	-11	-2	11	-9	2	-289	-5	14	-5
CSc1ccc(/C=C/C(=O)c2ccc(NC(C)=O)cc2)cc1	9	-5	5	-15	7	-246	-21	7	2
CCOC(=O)N1CCN(C(=O)c2ccc(NC(C)=O)cc2)CC1	4	-1	-6	-3	3	10	1	4	-14
O=C(CN1CCN(C(=S)NC2CCCC2)CC1)Nc1ccc(Oc2ccccc2)cc1	3	-5	16	2	2	3	14	20	5
CCc1ccc(C2CC(=O)N(c3cccc(F)c3)C3=C2C(=O)OC3)cc1 (stereo not drawn)	-14	-2	0	-9	0	-1	-21	-5	-8
Cc1cc(N/N=C/c2c[nH]c3ccccc23)c2ccccc2n1	5	-2	-6	3	0	-262	-7	12	9
Cc1ccc(OCCn2cc(C=O)c3ccccc32)cc1	-3	2	-2	1	3	27	-3	8	12
Fc1ccc(CNCc2ccccc2C(F)(F)F)cc1	9	-3	17	4	1	10	-2	-6	6
COC(=O)c1c(NC(=O)COC(=O)C2CCC2)sc(C)c1C	-5	4	-1	-8	2	-17	-4	-2	-7
CCCN[C@H]1CCc2nc(N)sc2C1	0	-5	-7	6	3	18	1	2	-3
CCn1c(=O)n(CC)c2cc(N3CCCC3)c(NC(=O)c3c(F)cccc3F)cc21	0	1	1	6	0	-10	4	-3	39
CCC(=O)Nc1ccccc1C(=O)N1CCCC1	5	0	6	-6	-2	3	4	12	-10
CC(C)CCOC(=O)C(C)Sc1n[nH]c(=O)[nH]c1=O (stereo not drawn)	4	-1	-3	5	1	10	-2	2	-11
NNC(=O)C1CCCn2c1nc1sc3c(c1c2=O)CCCC3 (stereo not drawn)	-2	-1	-3	-1	-4	-4	-9	3	-1
Cc1ccc(SCC(=O)c2c(C)[nH]c3ccccc23)cc1	3	3	-16	-7	3	18	-2	18	-4
CC(c1ccco1)N(C(=O)c1ccccc1F)c1ccccn1 (stereo not drawn)	5	2	-6	-5	1	-139	-2	4	6
COc1cc(C)ccc1OCc1cc(C(=O)N2CCN(C)C[C@@H]2c2ccccc2)no1	1	-1	3	2	-3	-6	5	-1	-2
COc1ccccc1NC(=O)c1c(NC(=O)c2ccco2)sc2c1CCC2	2	0	-7	1	-32	-276	-14	2	11
CCN(CC)C(=O)[C@H]1CC(CC(=O)NCC23CC4CC(CC(C4)C2)C3)C(=O)N2CCc3c([nH]c4ccccc34)[C@]12C (stereo partly drawn)	-4	-5	1	3	0	3	5	-3	32
O=C(N/N=C/c1ccc(O)cc1O)C1CC1	5	0	-11	-4	2	12	0	1	-24
CCN(CCCNC(=O)CCNC(=O)Cn1cnc2ccccc2c1=O)c1cccc(C)c1	5	1	-7	-5	-1	19	-1	12	7
O=C(COc1ccc([N+](=O)[O-])cc1)NCC(c1cccs1)N1CCOCC1 (stereo not drawn)	-7	-6	0	-1	-1	18	-7	3	4
COc1ccccc1Nc1ncc(-c2cccs2)s1	2	-5	-6	4	23	-4	1	-11	24
Cc1nn(-c2ccc(F)cc2)c2sc(C(=O)OCC(=O)N3CCC(C)CC3)cc12	-8	-3	-7	-15	3	-57	12	0	6
O=S(=O)(NC(=S)c1ccccc1)c1ccc(Cl)cc1	-8	2	-4	9	0	8	-22	1	-16
CC(=O)N1c2ccccc2NC2=C(C(=O)CCC2)C1c1cccnc1 (stereo not drawn)	-6	2	1	-15	-2	-4	-8	-6	-11
CC(=O)c1cccc(NS(=O)(=O)c2ccc(N/C=C\C(=O)c3ccc(C)cc3)cc2)c1	-6	1	3	7	-77	-480	3	-3	3
NNC(=O)c1cc(-c2ccco2)[nH]n1	5	-3	3	4	-1	10	5	-1	-11
O=C(Cc1ccccc1)c1c[nH]c(C(=O)NCCCn2ccnc2)c1	-5	-4	.	-8	.	.	-9	-12	.
C/C=C/c1ccc(OC)c(OC(C)=O)c1	-1	-1	0	3	0	6	-6	2	-4

Entries shown so far containing a thiophene ring, fused or not:
SMILES	SENP7 block	beta cell repl	HKDC1 inh	SENP8 block-1	SENP1 FRET inh	SENP8 block-2	SENP6 block	UBC13 polyUb	PfGluPho inh
CCc1noc(C)c1C(=O)N1CCN(S(=O)(=O)c2ccc(Cl)s2)CC1	-5	-2	-3	2	1	4	4	4	-4
CC(CNC(=O)COC(=O)c1cccs1)c1ccccc1 (stereo not drawn)	1	-6	0	16	0	8	2	-3	-5
COC(=O)c1c(NC(=O)COC(=O)C2CCC2)sc(C)c1C	-5	4	-1	-8	2	-17	-4	-2	-7
NNC(=O)C1CCCn2c1nc1sc3c(c1c2=O)CCCC3 (stereo not drawn)	-2	-1	-3	-1	-4	-4	-9	3	-1
COc1ccccc1NC(=O)c1c(NC(=O)c2ccco2)sc2c1CCC2	2	0	-7	1	-32	-276	-14	2	11
O=C(COc1ccc([N+](=O)[O-])cc1)NCC(c1cccs1)N1CCOCC1 (stereo not drawn)	-7	-6	0	-1	-1	18	-7	3	4
COc1ccccc1Nc1ncc(-c2cccs2)s1	2	-5	-6	4	23	-4	1	-11	24
Cc1nn(-c2ccc(F)cc2)c2sc(C(=O)OCC(=O)N3CCC(C)CC3)cc12	-8	-3	-7	-15	3	-57	12	0	6
